CaV13 FRET inh: Primary screen for inhibitors of IQ motif and Ca2+-dependent inactivation inhibitor domain binding in CACNA1D, Förster resonance energy transfer in living cells, …; HEK cells, CFP/YFP FRET ICDI-IQ, plate reader, 10 min; percent FRET-ratio fall versus neutral wells; inhibition, % at 12.3 µM; 0.098% of 340,000 active; AID 743397;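 active = mean replicate inhibition of at least 30% and at least 1% of replicates passing that level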;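 note: 0% = median of the neutral control wells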
* marks the source's active call; other numbers are inactive results. A portion of the library; the hit share may differ from the screen's.

O=[N+]([O-])c1ccc(NCc2ccccc2)c2nonc12
  CaV13 FRET inh: -13
COC(=O)C1=C(c2ccc(OC(F)(F)F)cc2)C[C@@H]2CC[C@H]1N2C(=O)NCc1ccco1
  CaV13 FRET inh: -5
COc1ccc(CN2CCN(c3ccccc3F)CC2)c(OC)c1
  CaV13 FRET inh: -4
O=C(NCCN1CCC2(CC1)C(=O)NCN2c1ccccc1)c1cccc2c1-c1ccccc1C2=O
  CaV13 FRET inh: -9
FCCN(CCF)c1cccc(Cl)c1
  CaV13 FRET inh: -3
O=C(NCCN1CCC2(CC1)C(=O)NCN2c1ccccc1)c1ccc2ccccc2c1
  CaV13 FRET inh: -10
COc1ccc(C2c3c(nc(C)[nH]c3=O)Oc3c2c(=O)oc2ccccc32)cc1 (centres undefined)
  CaV13 FRET inh: -4
O=c1[nH]c2cc(Cl)ccc2n1C1CCN(Cc2ccc(-c3nc4ccccc4nc3-c3ccccc3)cc2)CC1
  CaV13 FRET inh: -6
C[C@H]1CNCCN1c1ccc(N2CC[C@@H](O)C2)c(C#N)c1
  CaV13 FRET inh: -12
Cc1ccccc1C(=O)NCCN1CCC2(CC1)C(=O)NCN2c1ccccc1
  CaV13 FRET inh: -10
NC1=NC(c2cccnc2)n2c(nc3ccccc32)N1 (centres undefined)
  CaV13 FRET inh: -5
O=C(Nc1ccccc1)N1Cc2cc(Br)ccc2-n2nncc2C1
  CaV13 FRET inh: -4
CCOC(=O)CNC(=O)N1Cc2cc(Br)ccc2-n2nncc2C1
  CaV13 FRET inh: -4
C[C@]12CCC3C(CC[C@H]4C[C@@H](O)CC[C@]34C)C1C[C@@H](Br)[C@@H]2O (some centres undefined)
  CaV13 FRET inh: -14
CC(C)(C)c1cc(O)ccc1O
  CaV13 FRET inh: -4

Random excerpt: five entries already listed, in no set order.
O=C(Nc1ccccc1)N1Cc2cc(Br)ccc2-n2nncc2C1
  CaV13 FRET inh: -4
NC1=NC(c2cccnc2)n2c(nc3ccccc32)N1 (centres undefined)
  CaV13 FRET inh: -5
C[C@H]1CNCCN1c1ccc(N2CC[C@@H](O)C2)c(C#N)c1
  CaV13 FRET inh: -12
COC(=O)C1=C(c2ccc(OC(F)(F)F)cc2)C[C@@H]2CC[C@H]1N2C(=O)NCc1ccco1
  CaV13 FRET inh: -5
FCCN(CCF)c1cccc(Cl)c1
  CaV13 FRET inh: -3

Additional compounds follow:
CN1C(=O)N(C)C(=O)C2(Cc3cc(N)ccc3N3CCN(c4ccccc4F)CC32)C1=O (centres undefined)
  CaV13 FRET inh: -7
COC1=CC(=O)[C@]2(C=C1OC)OC[C@@H]1Oc3c(ccc4c3C=CC(C)(C)O4)C(=O)[C@@H]12
  CaV13 FRET inh: -6
O=C(NCCN1CCC2(CC1)C(=O)NCN2c1ccccc1)c1ccc(F)cc1F
  CaV13 FRET inh: -12
NC1=C([N+](=O)[O-])C(c2ccc3c(c2)OCO3)c2c(c3ccccc3oc2=O)O1 (centres undefined)
  CaV13 FRET inh: -4

An excerpt of these results, bar-delimited:
SMILES | CaV13 FRET inh
CN1C(=O)N(C)C(=O)C2(Cc3cc(N)ccc3N3CCN(c4ccccc4F)CC32)C1=O (centres undefined) | -7
FCCN(CCF)c1cccc(Cl)c1 | -3

Source: PubChem BioAssay
